MEKK3 PB1 HTS: raises or lowers MEK5 binding to the human MEKK3 PB1 domain. Q99759. 1.4% of 290,000 active. binding response (% of control), % at 10 µM. bead-based flow cytometry, Alexa488-MEK5 binding to MEKK3; actives lie on both sides; 0 = blocked by unlabeled MEK5, 100 = vehicle;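 active means binding response more than 3 SD above or below the average of its plate-row segment, actives on both sides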;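 further: Alexa488 bead fluorescence after subtracting the streptavidin-only scavenger bead signal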
Target sequence (Q99759 whole entry, looked up, the tested form may be a part): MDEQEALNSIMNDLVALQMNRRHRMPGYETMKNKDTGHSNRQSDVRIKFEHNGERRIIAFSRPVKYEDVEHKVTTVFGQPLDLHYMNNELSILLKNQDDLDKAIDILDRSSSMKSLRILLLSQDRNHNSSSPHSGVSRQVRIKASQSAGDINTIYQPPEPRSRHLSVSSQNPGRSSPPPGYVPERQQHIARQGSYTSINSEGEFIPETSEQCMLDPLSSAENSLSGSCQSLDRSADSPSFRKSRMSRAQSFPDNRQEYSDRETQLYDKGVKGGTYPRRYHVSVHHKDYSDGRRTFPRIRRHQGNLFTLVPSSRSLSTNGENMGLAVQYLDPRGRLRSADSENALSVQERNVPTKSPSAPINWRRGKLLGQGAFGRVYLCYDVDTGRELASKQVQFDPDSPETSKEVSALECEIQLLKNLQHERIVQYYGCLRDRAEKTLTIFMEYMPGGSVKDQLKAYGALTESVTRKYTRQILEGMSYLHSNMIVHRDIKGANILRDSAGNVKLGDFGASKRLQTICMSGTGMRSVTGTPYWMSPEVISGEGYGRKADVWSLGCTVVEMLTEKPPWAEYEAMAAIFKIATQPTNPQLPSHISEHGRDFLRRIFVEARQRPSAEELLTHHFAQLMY
HCV NS3 hel inh: inhibitors of Hepatitis C virus NS3 helicase; NS3 helicase DNA unwinding, Cy5 molecular beacon fluorescence; AID 1800; 0.56% of 290,000 active; inhibition, % at 10.9 µM;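 active means inhibition above the mean of all tested compounds plus 3 SD, set per campaign, cut at about 35% in these data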;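 further: 0% = DMSO wells and 100% = thioflavine S control wells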
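System: HCV NS3 helicase fragment; control set: DMSO and thioflavine S; technique: Cy5 fluorescence at 0 and 60 min, beacon hairpin quenching; reagent: beacon DNA duplex substrate plus ATP; replicates: singlicate; schedule: 1 h reaction at 25 °C, ATP-initiated; medium: MOPS buffer pH 6.5 with MgCl2, DTT, Tween20, BSA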
VIM-2 inh: inhibitors of Pseudomonas aeruginosa VIM-2 metallo-beta-lactamase; purified VIM-2, nitrocefin hydrolysis, epi-absorbance fluorescence; inhibition, % at 5.6 µM; 0.89% of 290,000 active; AID 1527;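 active means inhibition above the mean of all tested compounds plus 3 SD, cutoff set per screening run, cut at about 7.5% in these data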;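 further: red hydrolysis product quenches plate fluorescence so inhibitors raise well fluorescence; 0% = enzyme with DMSO and 100% = DMSO without enzyme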
IDE act: boosts human insulin-degrading enzyme activity in HEK cells. activation, % at 5.96 µM. P14735. 0.073% of 340,000 active. FAbeta-B cleavage, fluorescence polarization; 0% vehicle, 100% cell-free pure enzyme wells. AID 493087;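 active means activation above the mean of all tested compounds plus 3 SD, set per screening campaign, cut at about 17% in these data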
SUMO HTRF inh: SUMOylation inhibition; P63279; HTRF SUMOylation assay, SAE1/SAE2 + UBC9, in vitro; inhibition, % at 35 µM; 0.36% of 290,000 active; AID 2006; in the data active means inhibition above about 50%, passing the limit was not always enough; further: strong numbers were not always called active
Target sequence (P63279 whole entry, looked up): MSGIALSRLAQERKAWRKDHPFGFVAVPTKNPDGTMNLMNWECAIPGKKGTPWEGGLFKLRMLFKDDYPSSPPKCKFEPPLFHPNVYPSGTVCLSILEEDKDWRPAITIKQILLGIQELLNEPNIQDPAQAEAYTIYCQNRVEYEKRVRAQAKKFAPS
p-CIP stab down: compounds decreasing mouse p/CIP protein stability | Q05BA5 | F442A p/CIP-EGFP cells, EGFP fluorescence, 16 h | decrease of EGFP signal, % at 10 µM | 0.01% of 290,000 active;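 active means EGFP signal decrease of at least 30% at 10 µM or well 3 SD below plate mean, unless failing retest; inactive means the rest, including hits failing retest or dose response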; further: some compounds called inactive have numbers as strong as hits; many of its hits are not listed in these tables
PHOSPHO1 inh: blocks human PHOSPHO1 phosphatase activity. inhibition, % at 13.3 µM. 1.1% of 290,000 active. recombinant PHOSPHO1, absorbance phosphatase assay. Q8TCT1; in the data active means inhibition above about 60%
Target sequence (Q8TCT1 whole entry, looked up): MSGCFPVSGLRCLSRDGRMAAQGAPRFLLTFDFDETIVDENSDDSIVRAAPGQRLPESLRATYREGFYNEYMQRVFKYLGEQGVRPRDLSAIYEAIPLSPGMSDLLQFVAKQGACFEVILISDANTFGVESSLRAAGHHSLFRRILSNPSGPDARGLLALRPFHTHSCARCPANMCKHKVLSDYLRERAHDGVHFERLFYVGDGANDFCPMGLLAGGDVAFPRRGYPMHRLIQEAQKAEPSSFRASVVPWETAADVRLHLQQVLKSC
FID counter: fluorescent intercalator displacement, NS3 helicase counter-screen. DNA fluorescent intercalator displacement, fluorescence. inhibition, % at 7.9 µM. 0.17% of 290,000 active. AID 1845; in the data active means inhibition above about 37%;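 further: 0% = vehicle and 100% = reference compound; higher means more ethidium bromide displaced from hairpin DNA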
IMP-1 inh: blocks Pseudomonas aeruginosa IMP-1 metallo-beta-lactamase | AID 1556 | 0.45% of 290,000 active | purified IMP-1, nitrocefin hydrolysis, epi-absorbance fluorescence | inhibition, % at 5.6 µM;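 active means inhibition above the mean plus 3 SD of all compounds in the same screening run, cut at about 4.5% in these data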;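 further: 0% = IMP-1 with DMSO and 100% = DMSO wells lacking enzyme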
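Assay system: purified IMP-1; Quantity: IMP-1 0.2 nM before substrate addition; Medium: HEPES buffer pH 7.1 with ZnSO4 and Brij 35; Incubation: 15 min enzyme–compound preincubation, then 25 min nitrocefin reaction, 25 °C; Signal: fluorescence quenching readout, ex 480/em 530 nm; Controls: DMSO with and without IMP-1; Repeats: singlicate testing.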
Active calls of the source: *; nt = not tested or not shown. The list is partial (hit frequency here may not be typical).

SMILES | MEKK3 PB1 HTS | HCV NS3 hel inh | VIM-2 inh | IDE act | SUMO HTRF inh | p-CIP stab down | PHOSPHO1 inh | FID counter | IMP-1 inh
Cn1c2ccccc2c2ncn(Cc3ccc(F)cc3)c(=O)c21 | 104 | -4 | -1.4 | 1 | 17 | 2 | 12 | 1 | -1.7
O=C(CCN1CCN(CCO)CC1)Nc1ccccc1 | 104 | 6 | -1.9 | 4 | 2 | 22 | nt | -3 | -1.8
CN(C)c1nc(OCCOC(=O)Nc2ccc(Cl)cc2Cl)nc(N(C)C)n1 | 95 | -9 | 1.0 | 7 | -12 | 5 | 21 | -7 | 1.3
COC(=O)C(Cc1cnc(Cl)s1)(C(=O)OC)c1ccc([N+](=O)[O-])cc1[N+](=O)[O-] | 103 | 5 | -3.9 | 4 | 10 | -2 | 15 | 0 | -2.3
Cc1ccccc1NC(=O)c1cc2ccccn2n1 | 81 | 0 | -1.4 | -4 | 6 | -1 | 13 | -1 | -2.0
Cc1ccc(S(=O)(=O)N2CCCC2)cc1C(=O)N1CCN(Cc2ccccc2)CC1 | 103 | -12 | 0.5 | 2 | -3 | -3 | 28 | -34 | -2.0
CC(C)N(C)Cc1nnnn1CC(=O)N(C)Cc1ccc(F)cc1 | 107 | 5 | -1.6 | 2 | -2 | -12 | 40 | -6 | -2.2
COc1ccccc1N(CC(=O)N/N=C/c1ccc(SC)cc1)S(C)(=O)=O | 90 | 8 | -9.8 | -5 | -7 | -8 | -2 | -17 | -2.8
O=C(CN1C(=O)NC2(CCCCC2)C1=O)Nc1ccc(S(=O)(=O)N2CCOCC2)cc1 | 106 | -6 | 1.3 | 6 | -6 | 12 | 11 | -4 | -3.3
O=C(C1=C(O)C(=O)N(CC2CCCO2)C1c1ccccc1Cl)c1ccco1 (stereo not given) | 100 | 10 | -2.6 | 6 | 1 | -2 | 45 | -28 | -1.9
CC1(C)CC(=O)C(C(O)c2ccc([N+](=O)[O-])cc2)C(C)(C)N1 (stereo not given) | 104 | 2 | -0.8 | 1 | 19 | 4 | 23 | -1 | -1.4
Cc1ccc(OCC(=O)OC(C)CN2CCCCC2)cc1 (stereo not given) | 106 | -1 | -2.9 | 5 | 17 | -5 | 27 | 2 | -3.0

2 records drawn at random from the list so far:
SMILES | MEKK3 PB1 HTS | HCV NS3 hel inh | VIM-2 inh | IDE act | SUMO HTRF inh | p-CIP stab down | PHOSPHO1 inh | FID counter | IMP-1 inh
COc1ccccc1N(CC(=O)N/N=C/c1ccc(SC)cc1)S(C)(=O)=O | 90 | 8 | -9.8 | -5 | -7 | -8 | -2 | -17 | -2.8
O=C(CCN1CCN(CCO)CC1)Nc1ccccc1 | 104 | 6 | -1.9 | 4 | 2 | 22 | nt | -3 | -1.8

Back to the main list with the three entries that preceded the break.
SMILES | MEKK3 PB1 HTS | HCV NS3 hel inh | VIM-2 inh | IDE act | SUMO HTRF inh | p-CIP stab down | PHOSPHO1 inh | FID counter | IMP-1 inh
O=C(C1=C(O)C(=O)N(CC2CCCO2)C1c1ccccc1Cl)c1ccco1 (stereo not given) | 100 | 10 | -2.6 | 6 | 1 | -2 | 45 | -28 | -1.9
CC1(C)CC(=O)C(C(O)c2ccc([N+](=O)[O-])cc2)C(C)(C)N1 (stereo not given) | 104 | 2 | -0.8 | 1 | 19 | 4 | 23 | -1 | -1.4
Cc1ccc(OCC(=O)OC(C)CN2CCCCC2)cc1 (stereo not given) | 106 | -1 | -2.9 | 5 | 17 | -5 | 27 | 2 | -3.0
COc1ccc(NC(=O)CCN2CCN(S(=O)(=O)c3ccc(OC)cc3)CC2)cc1 | 106 | -18 | -3.0 | -3 | 3 | 0 | -16 | -12 | -3.3
CCOC(=O)C1=C(C)N(CCCCCC(=O)O)C(=O)NC1c1cccc([N+](=O)[O-])c1 (stereo not given) | 99 | 9 | -1.4 | -2 | 14 | -2 | -2 | -26 | -1.3
CCc1ccc2[nH]cc(S(=O)(=O)c3ccc(C)c(C)c3)c(=O)c2c1 | 101 | -8 | -1.2 | 2 | -9 | -6 | 26 | -19 | -1.8
Cc1nnc(SCC(=O)NC(C)(C)C)n1CCc1ccccc1 | 95 | 1 | -0.6 | 0 | -3 | 6 | -10 | -6 | -0.9
Nc1ccc2c(c1)OC1(CCCC1)O2 | 100 | 27 | -2.0 | 2 | 11 | -4 | 30 | -4 | -2.2
CC(=O)C1C(c2ccc(F)cc2)C2C(C)=NN=C2CC1(C)O (stereo not given) | 99 | -1 | -3.3 | 3 | 12 | -12 | 1 | -4 | -1.1
COc1cnc(N(C)C)nc1Sc1cccc(Cl)c1 | 104 | 1 | 1.6 | 4 | 9 | 3 | 6 | -3 | -4.0
Cc1cc(NCc2ccccn2)n2c(nc3ccccc32)c1C#N | 100 | -3 | 12* | 1 | 22 | 3 | -15 | 1 | -1.5
O=C1NC(c2ccccc2)=C(c2ccc3ccccc3n2)C(c2ccncc2)N1 (stereo not given) | 94 | -1 | 2.6 | 0 | 6 | -19 | 18 | -26 | -2.4
COc1ccc(COC(=O)Nc2cn(C)nc2C(F)(F)F)cc1 | 107 | -6 | -2.9 | 8 | 4 | 3 | -3 | -5 | -1.9
CS(=O)(=O)N1CCC(C(=O)N2CCc3ccccc3C2)CC1 | 107 | 2 | -2.4 | 1 | 9 | -15 | -11 | -4 | -2.5
CCOC(=O)c1ccc(NC(=O)c2ccccc2N(C)S(=O)(=O)c2ccccc2)cc1 | 97 | -5 | -1.6 | -4 | -7 | 4 | 8 | -19 | -3.8
COc1ccc(-n2c(COc3cccc(C)c3)nnc2SCC(=O)NCc2ccco2)cc1 | 97 | -6 | -1.4 | 3 | -20 | 3 | -7 | -24 | -1.8
CN(C)CCOc1cccc(Cl)c1 | 101 | -3 | -6.2 | 4 | -2 | 7 | -9 | -4 | -1.5
COc1ccc(NC(=O)c2cccnc2SC)cc1S(=O)(=O)N1CCCCC1 | 95 | -4 | 0.8 | 0 | 12 | 0 | -5 | -10 | 1.1
CCC1(C)Cc2ccccc2-c2nc(NN)[nH]c(=O)c21 (stereo not given) | 110 | 15 | -3.8 | 3 | -2 | 5 | 48 | -18 | -3.6
CC1(C)CC(=O)N(Cc2ccccc2)C(=O)C1 | 98 | 8 | -1.9 | 3 | -5 | -12 | -1 | 1 | -2.1
O=C(Cn1[nH]c(=O)c2ccccc2c1=O)Nc1ccc(-c2nnc3n2CCCCC3)cc1 | 119 | 1 | 0.2 | -12 | 5 | -8 | 5 | -34 | -6.0
COc1ccc(N(CC(=O)N/N=C/c2ccc(OC)c(OC)c2)S(=O)(=O)c2ccccc2)cc1 | 98 | -19 | -0.8 | 4 | -10 | 0 | 28 | -29 | -2.2
CCOC(=O)c1ccc(-c2c(-c3ccc4c(c3)OCO4)noc2C)cc1F | 101 | 0 | -1.6 | 2 | 6 | -3 | 10 | -23 | -2.7
CC1CC(=O)c2cnc(NCc3ccco3)nc2C1 (stereo not given) | 109 | 6 | -0.5 | 0 | 17 | -7 | -39 | -2 | 0.2
NC(=O)CSc1nnc(Cc2ccc3c(c2)OCO3)o1 | 143* | 1 | -2.9 | 3 | 21 | -8 | 41 | 0 | -2.4
Cc1cccc(OCCCC(=O)Nc2ccc(S(N)(=O)=O)cc2)c1C | 99 | 12 | -1.1 | -2 | 6 | -3 | 7 | -7 | -1.5
CN(C(=O)CSc1nnc(-c2cccnc2)n1-c1ccccc1F)C1CCS(=O)(=O)C1 (stereo not given) | 95 | -8 | -0.5 | -12 | 33 | 4 | -43 | -2 | -1.7

4 entries from above, with two lines to a compound.
Screens in order – MEKK3 PB1 HTS	HCV NS3 hel inh	VIM-2 inh	IDE act	SUMO HTRF inh	p-CIP stab down	PHOSPHO1 inh	FID counter	IMP-1 inh
> CC(=O)C1C(c2ccc(F)cc2)C2C(C)=NN=C2CC1(C)O (stereo not given)
  99	-1	-3.3	3	12	-12	1	-4	-1.1
> COc1cnc(N(C)C)nc1Sc1cccc(Cl)c1
  104	1	1.6	4	9	3	6	-3	-4.0
> Cc1cc(NCc2ccccn2)n2c(nc3ccccc32)c1C#N
  100	-3	12*	1	22	3	-15	1	-1.5
> O=C1NC(c2ccccc2)=C(c2ccc3ccccc3n2)C(c2ccncc2)N1 (stereo not given)
  94	-1	2.6	0	6	-19	18	-26	-2.4

Next structures.
SMILES | MEKK3 PB1 HTS | HCV NS3 hel inh | VIM-2 inh | IDE act | SUMO HTRF inh | p-CIP stab down | PHOSPHO1 inh | FID counter | IMP-1 inh
O=C(NCCC1=CCCCC1)C1CCC(CNS(=O)(=O)c2ccccc2)CC1 (stereo not given) | 82 | 7 | -4.1 | 2 | 13 | -5 | 10 | -38 | -2.8
CC(=O)n1nc(-c2cccc(C)c2)nc1SCC(=O)Nc1ccccc1 | 99 | -13 | 2.4 | 1 | 8 | -22 | -3 | 1 | -2.9
COc1ccccc1NC(=O)CCC(=O)O | 74 | -11 | -4.0 | 0 | -1 | -11 | 16 | 3 | -8.1
CC(Oc1cccc(NC(=O)c2cccs2)c1)C(=O)c1ccccc1 (stereo not given) | 100 | -3 | -1.0 | 8 | -10 | -3 | 35 | -11 | -2.7
COC(=O)CC(NS(=O)(=O)c1cccs1)c1cccc2ccccc12 (stereo not given) | 106 | 2 | -1.0 | -3 | -10 | -8 | 2 | -14 | -1.2
COc1ccc(/C=C2\CCCc3c2nc2ccccc2c3C(=O)OCC(=O)c2c(N)n(C)c(=O)n(C)c2=O)cc1 | 100 | 16 | 14* | nt | 27 | -24 | -11 | -20 | 0.4
c1ccc2c(c1)CCN(CCCNc1nc3ccccc3n3cnnc13)C2 | 109 | -3 | -0.9 | 1 | 11 | 3 | 9 | -1 | -4.5
COC(=O)[C@@H]1C[C@@H]2CC[C@@H](O)C[C@@H]2N1Cc1ccc(N2CCN(C)CC2)cc1 | 97 | nt | nt | 7 | 6 | 1 | 26 | nt | nt
Cc1ccc(C(=O)OCC(=O)Nc2ccc3c(c2)OCO3)cc1S(=O)(=O)N1CCOCC1 | 98 | -4 | -2.3 | 1 | -3 | -4 | 7 | -12 | -0.5
CCOc1cc(C2C(C(=O)OC)=CN(Cc3ccc(Cl)cc3)C=C2C(=O)OC)ccc1O | 106 | -20 | -0.8 | 4 | -27 | -2 | 18 | -39 | -1.6
CCCCC(=O)Nc1cccn2ncnc12 | 93 | 1 | 0.0 | 9 | 1 | 1 | -12 | -1 | -0.6
Cc1cnc(C(=O)OCc2c(C)cc(C(C)(C)C)cc2C)cn1 | 104 | 16 | 0.2 | 0 | -25 | -13 | 37 | -27 | -0.7
COc1ccc(OC)c(NS(=O)(=O)c2cccc3cccnc23)c1 | 102 | -1 | -0.2 | 1 | 23 | -9 | 28 | -13 | -0.5
Cc1ccc(Nc2nc(=O)c3cccnc3s2)c(Br)c1 | 101 | 0 | -4.9 | 4 | -5 | 0 | 12 | -11 | -4.1
O=C(c1cnn2c(C(F)F)cc(-c3ccccc3)nc12)N1CCCCC1c1cccnc1 (stereo not given) | 100 | 12 | -2.8 | 3 | 15 | -7 | 8 | -16 | -4.6

From PubChem BioAssay
